From PubChem BioAssay
TcdB inh: blocks C. difficile toxin B glycohydrolase activity; TcdB glycohydrolase enzymatic assay, plate reader; 350,000 tested, 0.24% active; inhibition, % at 9.99 µM; P18177; in the data active = inhibition above about 10%
An asterisk follows results filed as active; & = joins results of further samples. Only part of the results is shown; the hit share may differ from the screen's.

Screening CN1C(=O)c2cc(NC(=O)C3CC3)ccc2OC[C@@H]2O[C@@H](CC(=O)NCC3CCCCC3)CC[C@H]21 returned TcdB inh 0.5.
`C[C@H](CO)N1C[C@H](C)[C@H](CN(C)CC2CCOCC2)Oc2ncc(C3=CCCCC3)cc2C1=O` gave TcdB inh -1.1.
For CO[C@H](C(=O)N(C)C[C@H]1OCc2ccccc2-c2c(n(C)c3ccccc23)C(=O)N([C@@H](C)CO)C[C@@H]1C)c1ccccc1 the results were TcdB inh 1.1.
For COc1ccc(-c2cn(CC[C@H]3CC[C@H](NC(=O)Cc4ccccn4)[C@@H](CO)O3)nn2)cc1 the results were TcdB inh 1.2.
C[C@@H]1CN([C@H](C)CO)C(=O)c2cc(NC(=O)Cn3cnnn3)ccc2O[C@@H]1CN(C)C(=O)Nc1cccc2ccccc12 was read as TcdB inh -0.6.
`CC(C)NC(=O)N(C)C[C@@H]1OCCCC[C@H](C)Oc2ccc(NS(=O)(=O)c3cn(C)cn3)cc2C(=O)N([C@H](C)CO)C[C@@H]1C` gave TcdB inh -1.5.
Cc1ccc(-c2cnc3c(c2)C(=O)N([C@@H](C)CO)C[C@H](C)[C@@H](CN(C)C(=O)c2ccccc2)O3)cc1 was read as TcdB inh 1.3.
Screening COCC(=O)Nc1ccc2c(c1)OC[C@H](C)N(CCc1ccccc1)C[C@@H](C)[C@H](OC)CN(C)C2=O returned TcdB inh 1.3.
Screening Cc1cc(C(=O)Nc2cccc3c2O[C@@H](CN(C)C(=O)Nc2ccc(F)cc2)[C@@H](C)CN([C@@H](C)CO)C3=O)n(C)n1 returned TcdB inh -0.7.
O=C(N[C@H]1CC[C@H](CCNS(=O)(=O)c2ccc(F)cc2)O[C@@H]1CO)c1cnccn1 was read as TcdB inh 0.2.
For CCN(C[C@@H]1N[C@H](CO)[C@H]1c1ccccc1)C(=O)c1ccncc1 the results were TcdB inh -1.9.
`COCC(=O)N1[C@H](C(=O)N2CCOCC2)[C@@H](CO)[C@@H]2Cn3c(ccc(C4=CCCCC4)c3=O)[C@@H]21` gave TcdB inh 0.0.
CO[C@@H]1CN(C)C(=O)c2cc(NC(C)=O)ccc2OC[C@@H](C)N(C(=O)C2CCOCC2)C[C@@H]1C was read as TcdB inh 0.4.
C[C@@H]1CCCCO[C@@H](CN(C)S(C)(=O)=O)[C@H](C)CN([C@H](C)CO)C(=O)c2cc(NC(=O)Nc3cccc4ccccc34)ccc2O1 was read as TcdB inh -1.6.
Screening Cc1noc(C)c1S(=O)(=O)Nc1ccc2c(c1)C(=O)N([C@@H](C)CO)C[C@H](C)[C@@H](CN(C)Cc1ccc(C(F)(F)F)cc1)O2 returned TcdB inh 0.2.
Screening C[C@H]1CN([C@@H](C)CO)C(=O)c2cc(Br)cnc2O[C@H]1CN(C)C(=O)Nc1ccccc1 returned TcdB inh 1.4.
Screening COc1cccc(-c2ccc(C3[C@H]4CNC[C@@H]3N4C(=O)Nc3ccccc3OC)cc2)c1 (stereo partly specified) returned TcdB inh -0.7&-2.6.
`CO[C@@H]1CN(C)C(=O)c2cc(NC(=O)c3cccc(F)c3)ccc2OC[C@H](C)N(CC2CC2)C[C@H]1C` gave TcdB inh -0.1.
O=C(NCC[C@H]1CC[C@H](NS(=O)(=O)c2ccc(F)cc2)[C@@H](CO)O1)Nc1ccc(F)cc1 was read as TcdB inh 0.2.
`O=C(C[C@@H]1C=C[C@@H](NC(=O)C2CCC2)[C@@H](CO)O1)NCCCN1CCOCC1` gave TcdB inh -0.9.
COCC(=O)N1C[C@H](C)[C@@H](OC)CN(C)C(=O)c2cc(NC(=O)Nc3ccccc3)ccc2OC[C@@H]1C was read as TcdB inh 1.2.
`O=C(NC1CCCC1)[C@H]1[C@H](CO)[C@H]2Cn3c(cccc3=O)[C@@H]1N2C(=O)CC1CC1` gave TcdB inh -14.
COC(=O)[C@@H]1N=C(c2ccc(OCCCO)cc2)O[C@@H]1c1ccccc1N=[N+]=[N-] was read as TcdB inh 0.3.
Screening C[C@H](CO)N1C[C@H](C)[C@H](CN(C)C)OCCCC[C@H](C)Oc2ccc(NS(=O)(=O)c3cccs3)cc2C1=O returned TcdB inh -0.3.

Among those listed so far, 10 contain four or more nitrogen atoms.
For COc1ccc(-c2cn(CC[C@H]3CC[C@H](NC(=O)Cc4ccccn4)[C@@H](CO)O3)nn2)cc1 the results were TcdB inh 1.2.
C[C@@H]1CN([C@H](C)CO)C(=O)c2cc(NC(=O)Cn3cnnn3)ccc2O[C@@H]1CN(C)C(=O)Nc1cccc2ccccc12 was read as TcdB inh -0.6.
`CC(C)NC(=O)N(C)C[C@@H]1OCCCC[C@H](C)Oc2ccc(NS(=O)(=O)c3cn(C)cn3)cc2C(=O)N([C@H](C)CO)C[C@@H]1C` gave TcdB inh -1.5.
Screening Cc1cc(C(=O)Nc2cccc3c2O[C@@H](CN(C)C(=O)Nc2ccc(F)cc2)[C@@H](C)CN([C@@H](C)CO)C3=O)n(C)n1 returned TcdB inh -0.7.
O=C(N[C@H]1CC[C@H](CCNS(=O)(=O)c2ccc(F)cc2)O[C@@H]1CO)c1cnccn1 was read as TcdB inh 0.2.
C[C@@H]1CCCCO[C@@H](CN(C)S(C)(=O)=O)[C@H](C)CN([C@H](C)CO)C(=O)c2cc(NC(=O)Nc3cccc4ccccc34)ccc2O1 was read as TcdB inh -1.6.
Screening Cc1noc(C)c1S(=O)(=O)Nc1ccc2c(c1)C(=O)N([C@@H](C)CO)C[C@H](C)[C@@H](CN(C)Cc1ccc(C(F)(F)F)cc1)O2 returned TcdB inh 0.2.
Screening C[C@H]1CN([C@@H](C)CO)C(=O)c2cc(Br)cnc2O[C@H]1CN(C)C(=O)Nc1ccccc1 returned TcdB inh 1.4.
COCC(=O)N1C[C@H](C)[C@@H](OC)CN(C)C(=O)c2cc(NC(=O)Nc3ccccc3)ccc2OC[C@@H]1C was read as TcdB inh 1.2.
COC(=O)[C@@H]1N=C(c2ccc(OCCCO)cc2)O[C@@H]1c1ccccc1N=[N+]=[N-] was read as TcdB inh 0.3.

Additional structures follow.
`C[C@H](O)C#Cc1cnc2c(c1)C(=O)N([C@@H](C)CO)C[C@@H](C)[C@H](CN(C)CC1CCOCC1)O2` gave TcdB inh 0.2.
Screening CC(C)C#Cc1ccc([C@H]2[C@@H](CO)N3C(=O)CN(C(=O)c4ccccn4)C[C@H]23)cc1 returned TcdB inh 2.0.
COc1ccc(NC(=O)Nc2ccc3c(c2)C(=O)N([C@@H](C)CO)C[C@H](C)[C@@H](CN(C)CC2CCCCC2)O3)cc1 was read as TcdB inh -0.2.
COc1ccc(NC(=O)N(C)C[C@H]2OCCCC[C@H](C)Oc3ccc(NC(=O)Nc4ccc(F)cc4)cc3C(=O)N([C@@H](C)CO)C[C@H]2C)cc1 was read as TcdB inh -0.6.
Screening Cc1noc(C)c1S(=O)(=O)Nc1ccc2c(c1)CC(=O)N([C@@H](C)CO)C[C@@H](C)[C@@H](CN(C)Cc1ccc(Cl)c(Cl)c1)O2 returned TcdB inh -2.5.
Screening O=C(CN1CCOCC1)N1CCCCN2[C@@H](CO)[C@H](c3ccc(C#Cc4ccccc4)cc3)[C@@H]2C1 returned TcdB inh 0.9.
`CCNC(=O)[C@@H]1[C@@H](CO)[C@@H]2Cn3c(ccc(-c4cncnc4)c3=O)[C@@H]2N1Cc1ccc2c(c1)OCO2` gave TcdB inh 1.6.
For C[C@@H]1CN([C@@H](C)CO)C(=O)c2cc(C#CC3(O)CCCC3)cnc2O[C@H]1CN(C)C(=O)Nc1ccc2c(c1)OCO2 the results were TcdB inh -0.3.
Screening O=C(CCN1CCCCC1)N[C@H]1CC[C@@H](CCn2cc(-c3cccc(F)c3)nn2)O[C@@H]1CO returned TcdB inh 0.4.
For COc1ccccc1CN1C[C@@H]2N[C@H](C1)[C@@H]2c1ccc(-c2cccnc2)cc1 the results were TcdB inh -0.4.
For O=C(Nc1cccc(F)c1)N1CC(=O)N2[C@H](CO)[C@@H](c3ccc(C#Cc4cccnc4)cc3)[C@@H]2C1 the results were TcdB inh 0.3.
For CC=Cc1ccc2n(c1=O)C[C@@H]1[C@@H](CO)[C@H](C(=O)NCCc3cn(C)cn3)N(C(=O)C3CC3)[C@H]21 (mixture of isomers) the results were TcdB inh -0.4.
For COc1cccc(S(=O)(=O)N[C@H]2CC[C@H](CCn3cc(-c4ccc(F)cc4)nn3)O[C@@H]2CO)c1 the results were TcdB inh 0.2.
For O=C(Cc1ccncc1)Nc1ccc2c(c1)[C@@H]1C[C@H](CC(=O)N3CCCCC3)O[C@@H](CO)[C@@H]1O2 the results were TcdB inh -0.4.
For CO[C@@H](C(=O)N(C)C[C@@H]1OCc2ccccc2-c2ccccc2C(=O)N([C@@H](C)CO)C[C@H]1C)c1ccccc1 the results were TcdB inh 0.3.
For C[C@H](CO)N1C[C@H](C)[C@H](CN(C)Cc2ccc(Cl)c(Cl)c2)Oc2c(NS(=O)(=O)c3ccc(Cl)cc3)cccc2C1=O the results were TcdB inh 0.9.
CCNC(=O)C[C@H]1CC[C@@H]2[C@H](COc3ccc(NC(=O)c4ccc(F)c(F)c4)cc3C(=O)N2C)O1 was read as TcdB inh 1.3.
Screening CC=Cc1ccc2n(c1=O)C[C@H]1[C@H](CO)[C@@H](C(=O)N(C)C)[C@@H]2N1CCc1ccccc1 (mixture of isomers) returned TcdB inh 0.1.
Screening Cc1noc(C)c1S(=O)(=O)N(C)C[C@H]1Oc2ccc(NC(=O)Nc3cccc4ccccc34)cc2CC(=O)N([C@@H](C)CO)C[C@H]1C returned TcdB inh 0.6.
CCNC(=O)[C@@H]1[C@@H](CO)[C@@H]2Cn3c(ccc(C4=CCCCC4)c3=O)[C@@H]2N1Cc1ccccc1F was read as TcdB inh 0.8.
`CO[C@@H]1CN(C)C(=O)c2ccc(NC(=O)c3ccccn3)cc2OC[C@@H](C)N(C(=O)C2CCCC2)C[C@H]1C` gave TcdB inh -2.8.
`Cc1ccc(S(=O)(=O)N[C@@H]2CC[C@H](CCNC(=O)C3CCCC3)O[C@H]2CO)cc1` gave TcdB inh -2.7.
`Cc1noc(C)c1S(=O)(=O)Nc1ccc2c(c1)C(=O)N([C@@H](C)CO)C[C@H](C)[C@@H](CN(C)S(=O)(=O)c1ccc(F)cc1)OCCCC[C@@H](C)O2` gave TcdB inh 1.5.
`C[C@H]1CN([C@@H](C)CO)C(=O)Cc2cc(NC(=O)c3ccncc3)ccc2O[C@@H]1CN(C)Cc1ccc(C(=O)O)cc1` gave TcdB inh 1.0.

Brought forward from above: two compounds, then new ones.
`Cc1noc(C)c1S(=O)(=O)Nc1ccc2c(c1)C(=O)N([C@@H](C)CO)C[C@H](C)[C@@H](CN(C)S(=O)(=O)c1ccc(F)cc1)OCCCC[C@@H](C)O2` gave TcdB inh 1.5.
`C[C@H]1CN([C@@H](C)CO)C(=O)Cc2cc(NC(=O)c3ccncc3)ccc2O[C@@H]1CN(C)Cc1ccc(C(=O)O)cc1` gave TcdB inh 1.0.
`O=C(C[C@H]1CC[C@H](NC(=O)c2ccncc2)[C@@H](CO)O1)NCC1CC1` gave TcdB inh -1.6.
Screening C[C@@H]1CN([C@H](C)CO)C(=O)c2cc(NC(=O)C3CC3)ccc2O[C@H]1CN(C)C(=O)Nc1ccc(F)cc1 returned TcdB inh -1.2.
`O=C(Nc1ccc(F)cc1)N1C[C@@H]2[C@H](c3ccccc31)[C@@H](CO)N2C(=O)Cc1ccccc1` gave TcdB inh -0.1.
COc1ccc(NC(=O)N2CC(=O)N3[C@H](CO)[C@@H](c4ccc(Br)cc4)[C@H]3C2)cc1 was read as TcdB inh 0.4.
`COc1cccc(C(=O)Nc2ccc3c(c2)OC[C@H](C)N(C)C[C@H](C)[C@@H](OC)CN(C)C3=O)c1` gave TcdB inh 0.2.
Screening COc1ccc(S(=O)(=O)Nc2ccc3c(c2)CC(=O)N([C@@H](C)CO)C[C@H](C)[C@H](CN(C)Cc2ccc(C(F)(F)F)cc2)O3)cc1 returned TcdB inh -0.4.
`C[C@@H]1CN([C@@H](C)CO)C(=O)Cc2cc(NC(=O)Nc3ccc(F)cc3)ccc2O[C@H]1CN(C)C` gave TcdB inh 0.9.
`C[C@@H]1CCCCO[C@@H](CN(C)C(=O)Cc2ccccc2)[C@H](C)CN([C@H](C)CO)C(=O)c2cc(NS(=O)(=O)c3cccs3)ccc2O1` gave TcdB inh 0.1.
`CCNC(=O)C[C@@H]1CC[C@@H]2[C@H](COc3ccc(NC(=O)c4cscn4)cc3C(=O)N2C)O1` gave TcdB inh -1.2.
C[C@H](CO)N1C[C@H](C)[C@@H](CN(C)S(=O)(=O)c2ccccc2)OCCCC[C@H](C)Oc2ccc(NS(=O)(=O)c3ccc(F)cc3)cc2C1=O was read as TcdB inh -0.2.
`C[C@@H]1CCCCO[C@@H](CN(C)CC2CCCCC2)[C@H](C)CN([C@@H](C)CO)C(=O)c2cc(NC(=O)Nc3ccccc3)ccc2O1` gave TcdB inh 0.7.
CN(C)C(=O)C[C@@H]1C[C@H]2c3cc(NC(=O)c4cccnc4)ccc3O[C@H]2[C@H](CO)O1 was read as TcdB inh -1.0.
For O=C(C[C@H]1C=C[C@H](NC(=O)c2cccc(F)c2)[C@@H](CO)O1)Nc1nccs1 the results were TcdB inh -2.1.
CO[C@H]1CN(C)C(=O)c2cc(NS(=O)(=O)c3cn(C)cn3)ccc2OC[C@H](C)N(Cc2cccc(F)c2)C[C@@H]1C was read as TcdB inh 0.9.
CCCC#Cc1ccc2c(c1)O[C@@H](CN(C)CC1CCOCC1)[C@@H](C)CN([C@@H](C)CO)S2(=O)=O was read as TcdB inh 0.1.
For C[C@@H]1CN([C@H](C)CO)C(=O)c2cccc(N(C)C)c2O[C@H]1CN(C)C(=O)Nc1ccc(F)cc1 the results were TcdB inh 0.9.
Screening C[C@H]1CN([C@@H](C)CO)C(=O)c2cccc(NC(=O)Nc3cccc4ccccc34)c2O[C@H]1CN(C)C(=O)Nc1ccccc1 returned TcdB inh -8.0.
COc1ccc(S(=O)(=O)Nc2cccc3c2O[C@@H](CN(C)Cc2ccc(C(=O)Nc4ccccc4N)cc2)[C@@H](C)CN([C@H](C)CO)C3=O)cc1 was read as TcdB inh 1.3.
For CC(C)NC(=O)N(C)C[C@H]1OCCCC[C@@H](C)Oc2ccc(NC(=O)CCC(F)(F)F)cc2C(=O)N([C@@H](C)CO)C[C@H]1C the results were TcdB inh 1.2.
`C[C@@H]1CN([C@H](C)CO)C(=O)c2cc(-c3cccc(C#N)c3)cnc2O[C@H]1CN(C)Cc1ccccc1` gave TcdB inh -0.1.
`Cc1ccc(S(=O)(=O)N(C)C[C@H]2Oc3ccc(NC(=O)Nc4ccc5c(c4)OCO5)cc3C(=O)N([C@@H](C)CO)C[C@H]2C)cc1` gave TcdB inh -0.8.
